TcdB GH inh = TcdB glycohydrolase inhibition. inhibition, % at 9.99 µM. P18177. TcdB glycohydrolase enzymatic assay, plate reader. 0.24% of 350,000 active; in the data active = inhibition above about 10%
Starred values were filed as active, the others as inactive; & = joins results of further samples. Some of the compounds tested, so the mix of outcomes need not match the whole.

SMILES | TcdB GH inh
O=C(N[C@@H]1CC[C@H](CCNS(=O)(=O)c2ccccc2)O[C@@H]1CO)c1cnccn1 | -0.2
COc1ccc2c3c([nH]c2c1)[C@H](CO)N(C(=O)c1cccnc1)CC31CN(Cc2cccnc2)C1 | 0.3
CCCC#Cc1ccc2c(c1)O[C@@H](CN(C)Cc1cncnc1)[C@H](C)CN([C@H](C)CO)S2(=O)=O | -0.5
CCCNC(=O)N1[C@H](C#N)[C@@H](c2ccc(-c3ccccc3F)cc2)[C@H]1CO | 1.1
C[C@H]1CN([C@@H](C)CO)C(=O)c2ccccc2-c2ccccc2CO[C@@H]1CN(C)C(=O)Nc1ccnc(N2CCOCC2)c1 | 1.9
CCS(=O)(=O)N1CC2(C1)CN(S(=O)(=O)c1ccc(C)cc1)[C@@H](CO)c1[nH]c3cc(OC)ccc3c12 | 0.2
CC(C)CC#Cc1cnc2c(c1)C(=O)N([C@H](C)CO)C[C@H](C)[C@H](CN(C)Cc1ccc3c(c1)OCO3)O2 | -0.9
N#C[C@@H]1[C@@H](c2ccccc2)[C@H](CO)N1C(=O)C1CCCC1 | -4.1
COc1cccc(-c2ccc3c(c2)O[C@H](CN(C)C(=O)C2CCCCC2)[C@H](C)CN([C@H](C)CO)S3(=O)=O)c1 | 0.6
O=C(Nc1ccc2c(c1)[C@@H]1C[C@H](CC(=O)N3CCOCC3)O[C@@H](CO)[C@@H]1O2)Nc1ccccc1F | 0.6
O=C(CC1CC1)N1CC(=O)N2[C@H](CO)[C@H](c3ccc(C#Cc4ccc(F)cc4)cc3)[C@@H]2C1 | -7.7
O=C(C1CCC1)N1CC(=O)N2[C@H](C1)[C@H](c1ccc(-c3cccnc3)cc1)[C@@H]2CO | 0.1
O=C(C[C@@H]1CC[C@@H](NC(=O)CCN2CCCCC2)[C@H](CO)O1)Nc1nccs1 | 1.6
CO[C@H]1CN(C)C(=O)c2ccc(NC(=O)C3CC3)cc2OC[C@@H](C)N(Cc2ccccc2)C[C@H]1C | -0.1
COc1ccc(CN(C)C[C@H]2OCCCC[C@@H](C)Oc3ccc(NC(=O)Nc4cccc5ccccc45)cc3C(=O)N([C@H](C)CO)C[C@@H]2C)cc1 | 1.0
O=C(C[C@H]1C=C[C@H](NC(=O)CCN2CCCCC2)[C@@H](CO)O1)Nc1ccccc1 | -1.1
C=CCNc1cccc2c1S(=O)(=O)N[C@H](C)CO2 | 0.2
C[C@@H]1CN([C@@H](C)CO)C(=O)Cc2cc(NC(=O)CCN3CCOCC3)ccc2O[C@@H]1CN(C)C(=O)Nc1cccc2ccccc12 | -0.3
C[C@H]1CN([C@@H](C)CO)C(=O)Cc2cc(NC(=O)C3CCCCC3)ccc2O[C@H]1CN(C)C(=O)Nc1cccc2ccccc12 | -0.2
O=C(C[C@H]1CC[C@@H]2[C@H](COC[C@@H](O)CN2C(=O)c2ccccc2)O1)NCc1cccc(F)c1 | 1.1
O=C(C[C@@H]1C=C[C@H](NC(=O)Nc2ccc(F)cc2)[C@H](CO)O1)NCc1cccc(F)c1 | 0.7
CCCN(C)C[C@@H]1Oc2cc(C#CCC(C)C)ccc2S(=O)(=O)N([C@@H](C)CO)C[C@@H]1C | -0.1
CC=Cc1ccc2n(c1=O)C[C@H]1[C@H](CO)[C@@H](C(=O)NCC)[C@@H]2N1C(=O)Nc1cc(F)ccc1F (mixture of isomers) | -1.5
CN(C)CC(=O)N[C@@H]1CC[C@H](CC(=O)NCCN2CCCCC2)O[C@@H]1CO | -1.2
COc1cc(CCC(C)=O)ccc1OC(=O)c1c(-c2c(F)cccc2Cl)noc1C | -0.8
Next section
SMILES | TcdB GH inh
O=C(CN1CCOCC1)N[C@@H]1CC[C@H](CCNC(=O)C2CCC2)O[C@@H]1CO | -0.1
CCCC#Cc1ccc([C@@H]2[C@H]3CN(C(=O)Cc4cccnc4)CC(=O)N3[C@H]2CO)cc1 | 0.8
C[C@H](CO)N1C[C@H](C)[C@@H](CN(C)C(=O)Nc2ccc(C(F)(F)F)cc2)Oc2ncc(C3=CCCC3)cc2C1=O | -0.6
COc1ccc(S(=O)(=O)Nc2ccc3c(c2)C(=O)N([C@H](C)CO)C[C@@H](C)[C@@H](CN(C)C(=O)Nc2ccc(C(F)(F)F)cc2)OCCCC[C@@H](C)O3)cc1 | 0.2
CO[C@H]1CN(C)C(=O)c2cc(NC(=O)c3nc4ccccc4s3)ccc2OC[C@H](C)N(Cc2ccncc2)C[C@@H]1C | 0.0
Cc1ccc(S(=O)(=O)N(C)C[C@@H]2Oc3ccc(NC(=O)Nc4ccc(C(F)(F)F)cc4)cc3CC(=O)N([C@@H](C)CO)C[C@H]2C)cc1 | -0.2
COc1ccccc1C(=O)Nc1ccc2c(c1)OC[C@H](C)N(CC1CC1)C[C@H](C)[C@@H](OC)CN(C)C2=O | 0.0
CN(C)C(=O)c1cccc(-c2ccc([C@H]3[C@H](CO)N4CCCCN(S(C)(=O)=O)C[C@@H]34)cc2)c1 | -0.8
COCc1cn(CC(C)n2c(=O)c3ccccc3n2Cc2cc(C(C)C)no2)nn1 (configuration not stated) | 0.0
C[C@H](CO)N1C[C@H](C)[C@H](CN(C)C(=O)CCC(F)(F)F)OCCCC[C@H](C)Oc2ccc(NC(=O)C3CCCCC3)cc2C1=O | -2.7
C[C@@H]1CN([C@H](C)CO)C(=O)c2cc(-c3ccccc3)cnc2O[C@@H]1CN(C)C | 0.0
C[C@@H]1CN([C@H](C)CO)C(=O)c2cc(-c3cccc(F)c3)cnc2O[C@@H]1CN(C)C(=O)C1CCCCC1 | 0.7
C[C@@H]1CN([C@H](C)CO)C(=O)c2cccc(NC(=O)C3CCCCC3)c2O[C@@H]1CN(C)C(=O)Nc1ccc2c(c1)OCO2 | -0.8
C[C@@H]1CN([C@H](C)CO)S(=O)(=O)c2ccc(Br)cc2O[C@@H]1CN(C)S(=O)(=O)c1ccc(F)cc1 | 0.9
C[C@@H]1CCCCO[C@@H](CN(C)Cc2ccccc2)[C@H](C)CN([C@@H](C)CO)C(=O)c2cc(NC(=O)Cc3ccccc3)ccc2O1 | 0.5
CO[C@H]1CN(C)C(=O)c2ccc(NC(=O)c3cccc(F)c3)cc2OC[C@@H](C)N(C(C)=O)C[C@H]1C | -1.9
COc1ccc2c3c([nH]c2c1)[C@H](CO)N(Cc1nccs1)CC31CCN(C(=O)C2CCOCC2)CC1 | 0.3
Cc1noc(C)c1S(=O)(=O)N(C)C[C@@H]1Oc2ccc(NS(=O)(=O)c3cccs3)cc2CC(=O)N([C@@H](C)CO)C[C@@H]1C | 0.3
COc1cccc(C#Cc2ccc3c(c2)[C@H]2[C@H](CCN2C(=O)Cc2ccccc2)[C@H](CO)N3)c1 | 1.4
C[C@H]1CN([C@@H](C)CO)S(=O)(=O)c2ccc(C3=CCCCC3)cc2O[C@@H]1CN(C)C(=O)c1ccccc1 | -0.1
CS(=O)(=O)N1CC2(C1)[C@H](c1ccccc1)[C@H](CO)N2CCC(F)(F)F | -0.1
C[C@@H]1CN([C@@H](C)CO)C(=O)c2cc(NC(=O)Cc3cn(C)c4ccccc34)ccc2O[C@H]1CN(C)S(=O)(=O)c1ccc(F)cc1 | -1.9
Cc1ccc(-c2ccc([C@H]3[C@H](CO)N4C(=O)CN(C(=O)c5ccncc5)C[C@@H]34)cc2)cc1 | 2.8
COc1ccccc1-c1cn(CC[C@@H]2CC[C@H](NC(=O)C3CCC3)[C@@H](CO)O2)nn1 | 0.6&-0.1
CC(C)(O)c1cn([C@@H]2C[C@@H]3O[C@@H](CO)CC[C@@H]3O[C@@H]2CCc2ccc(-c3cccnc3)cc2)nn1 | -0.3

Five entries out of the list, ordered by molecular weight, lowest first:
SMILES | TcdB GH inh
CC(C)(O)c1cn([C@@H]2C[C@@H]3O[C@@H](CO)CC[C@@H]3O[C@@H]2CCc2ccc(-c3cccnc3)cc2)nn1 | -0.3
C[C@@H]1CN([C@H](C)CO)S(=O)(=O)c2ccc(Br)cc2O[C@@H]1CN(C)S(=O)(=O)c1ccc(F)cc1 | 0.9
C[C@@H]1CN([C@H](C)CO)C(=O)c2cccc(NC(=O)C3CCCCC3)c2O[C@@H]1CN(C)C(=O)Nc1ccc2c(c1)OCO2 | -0.8
C[C@@H]1CCCCO[C@@H](CN(C)Cc2ccccc2)[C@H](C)CN([C@@H](C)CO)C(=O)c2cc(NC(=O)Cc3ccccc3)ccc2O1 | 0.5
C[C@@H]1CN([C@@H](C)CO)C(=O)c2cc(NC(=O)Cc3cn(C)c4ccccc34)ccc2O[C@H]1CN(C)S(=O)(=O)c1ccc(F)cc1 | -1.9

(list continues)
SMILES | TcdB GH inh
O=C(C[C@@H]1CC[C@@H](NC(=O)C2CCOCC2)[C@@H](CO)O1)NCc1ccccc1Cl | -2.2
Cc1noc(C)c1S(=O)(=O)Nc1ccc2c(c1)C(=O)N([C@H](C)CO)C[C@@H](C)[C@@H](CN(C)Cc1ccncc1)OCCCC[C@H](C)O2 | 0.7
COCC(=O)Nc1ccc2c(c1)C(=O)N(C)C[C@@H](OC)[C@H](C)CN(CC1CC1)[C@@H](C)CO2 | 0.8
COc1ccc(NC(=O)N2CC(=O)N3[C@H](CO)[C@@H](c4ccc(/C=C/c5ccccc5)cc4)[C@@H]3C2)cc1 | 0.2
Cc1ccc(S(=O)(=O)Nc2ccc3c(c2)C(=O)N([C@H](C)CO)C[C@H](C)[C@H](CN(C)S(=O)(=O)c2ccccc2)OCCCC[C@H](C)O3)cc1 | 1.5
C[C@H](CO)N1C[C@H](C)[C@@H](CN(C)C(=O)Nc2ccccc2F)Oc2cc(-c3ccc(C(=O)N(C)C)cc3)ccc2S1(=O)=O | 1.3
CN(C)c1ccc2c(c1)[C@H]1C[C@@H](CC(=O)NCc3ccncc3)O[C@@H](CO)[C@H]1O2 | -36.5
C[C@H](CO)N1C[C@H](C)[C@H](CN(C)Cc2ccccn2)Oc2ncc(C#Cc3cccc(F)c3)cc2C1=O | 1.0
CCS(=O)(=O)N1CC2(C1)[C@@H](c1ccccc1)[C@H](CO)N2C(=O)C1CCCC1 | -1.2
C/C=C/c1ccc([C@H]2[C@H]3CN(S(=O)(=O)c4cccc(C)c4)CCCCN3[C@H]2CO)cc1 | -0.1
O=C(C[C@@H]1CC[C@H](NC(=O)Cc2ccccn2)[C@H](CO)O1)NCCCN1CCOCC1 | -0.9
CN(C)C(=O)C[C@H]1CC[C@H]2[C@@H](COc3ccc(NC(=O)C4CCCCC4)cc3C(=O)N2C)O1 | -0.3
CCCNC(=O)[C@H]1[C@H](CO)[C@H]2Cn3c(ccc(-c4ccccc4)c3=O)[C@@H]1N2C(=O)CC | 0.2
C/C=C/c1ccc2c(c1)O[C@@H](CN(C)C(=O)CN1CCOCC1)[C@@H](C)CN([C@@H](C)CO)S2(=O)=O | 1.3
C[C@@H]1CN([C@@H](C)CO)C(=O)c2cc(C3=CCCCC3)cnc2O[C@@H]1CN(C)Cc1ccccn1 | -1.0
C[C@H](CO)N1C[C@H](C)[C@H](CN(C)C(=O)NC2CCCCC2)Oc2ccc(N(C)C)cc2C1=O | -1.1
COc1ccc(-c2ccc3c(c2)[C@H]2[C@H](CCN2S(=O)(=O)c2ccccc2F)[C@H](CO)N3C)cc1 | 0.2
CN1CCN(C(=O)C[C@@H]2CC[C@@H]3[C@H](COC[C@@H](O)CN3Cc3ccc(Oc4ccccc4)cc3)O2)CC1 | -1.9
CCC(=O)N[C@H]1C=C[C@@H](CC(=O)NCCN2CCCCC2)O[C@@H]1CO | -1.1
COc1ccccc1NC(=O)N[C@H]1CC[C@H](CCn2cc(C3(O)CCCC3)nn2)O[C@H]1CO | -0.3
C[C@@H]1CN([C@@H](C)CO)C(=O)Cc2cc(NC(=O)Nc3cccc4ccccc34)ccc2O[C@@H]1CN(C)Cc1ccc2c(c1)OCO2 | -1.5
CCS(=O)(=O)Nc1ccc2c(c1)C(=O)N(C)C[C@H](OC)[C@H](C)CN(Cc1ccccn1)[C@@H](C)CO2 | -1.1
COc1ccc(NC(=O)N2CCCCN3[C@H](C2)[C@@H](c2ccc(C#CCC(C)C)cc2)[C@@H]3CO)cc1 | -6.1
O=C(C[C@H]1CC[C@@H](NS(=O)(=O)c2ccc(F)cc2)[C@@H](CO)O1)N1CCc2ccccc2C1 | -0.7
COc1cccc(CN2CC3(C2)CN(S(C)(=O)=O)[C@H](CO)c2[nH]c4cc(OC)ccc4c23)c1 | -1.8
(continued)
SMILES | TcdB GH inh
COc1ccc(S(=O)(=O)Nc2ccc3c(c2)C(=O)N([C@@H](C)CO)C[C@H](C)[C@@H](CN(C)C(=O)CCCN(C)C)OCCCC[C@H](C)O3)cc1 | 0.4
C[C@@H]1CN([C@@H](C)CO)C(=O)c2cc(NC(=O)Nc3cccc4ccccc34)ccc2O[C@H]1CN(C)Cc1ccc(C(F)(F)F)cc1 | -0.4
CCCNC(=O)N1C[C@H]2[C@@H](c3ccccc31)[C@H](CO)N2CC1CCCC1 | 0.4
C[C@H](CO)N1C[C@H](C)[C@H](CN(C)C(=O)Nc2ccc3c(c2)OCO3)Oc2ccc(NS(=O)(=O)c3cn(C)cn3)cc2C1=O | 0.3
Cc1ccc(S(=O)(=O)Nc2ccc3c(c2)CC(=O)N([C@H](C)CO)C[C@@H](C)[C@@H](CN(C)S(C)(=O)=O)O3)cc1 | -0.2
Cc1noc(C)c1S(=O)(=O)Nc1ccc2c(c1)C(=O)N([C@@H](C)CO)C[C@H](C)[C@@H](CN(C)Cc1ccccc1)OCCCC[C@@H](C)O2 | -0.7
COc1ccc(NC(=O)N(C)C[C@H]2Oc3c(NC(=O)c4ccncc4)cccc3C(=O)N([C@H](C)CO)C[C@H]2C)cc1 | -0.1
CO[C@H]1CC[C@H]2CCOc3c(C#N)cccc3C(=O)N(C)C[C@@H](c3ccccc3)CC(=O)N(C)C[C@@H]1O2 | -0.6
